# Bioassay records (PubChem BioAssay)
# PMI act: increases human mannose-6-phosphate isomerase activity; P34949; purified human PMI, coupled resazurin fluorescence, 20 min; active compounds read high; 1 = vehicle control, 0 substrate-free wells; activation factor at 20 µM; actives 0.005% (n = 190,000);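 active means activation factor of 2 or more at 20 µM, relative to plate controls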
# Target sequence (P34949 whole entry, looked up): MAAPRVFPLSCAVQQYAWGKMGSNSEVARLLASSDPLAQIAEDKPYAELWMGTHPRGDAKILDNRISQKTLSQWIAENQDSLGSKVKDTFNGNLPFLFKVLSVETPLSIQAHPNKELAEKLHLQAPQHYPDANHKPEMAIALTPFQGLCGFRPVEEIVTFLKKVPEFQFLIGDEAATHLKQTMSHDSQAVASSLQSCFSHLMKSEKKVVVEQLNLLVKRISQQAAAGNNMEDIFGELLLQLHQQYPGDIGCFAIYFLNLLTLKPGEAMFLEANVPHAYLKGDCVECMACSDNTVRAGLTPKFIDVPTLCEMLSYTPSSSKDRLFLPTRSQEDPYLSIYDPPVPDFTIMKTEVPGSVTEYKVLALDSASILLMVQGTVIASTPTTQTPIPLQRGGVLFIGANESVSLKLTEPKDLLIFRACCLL
# G6PDH CS: L. mesenteroides G6PDH inhibition counter-screen. AID 1020. actives 0.12% (n = 200,000). inhibition, % at 5 µM. Purified L. mesenteroides G6PDH, diaphorase/resazurin coupled fluorescence, 45 min; in the data active means inhibition above about 50%
# HMGR II inh: blocks class II HMG-CoA reductase of Enterococcus faecalis; purified E. faecalis HMGR, NADPH absorbance 340 nm kinetic; actives 0.41% (n = 190,000); inhibition, % at 10 µM; AID 1066;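 active means inhibition above a set limit, the median over all tested compounds plus 3 SD, cut at about 9.5% in these data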;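 further: enzyme runs in reverse so mevalonate oxidation gives rising NADPH absorbance; 0% = complete reaction with DMSO and 100% = background rate lacking mevalonate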
# TNAP act hiacc: increases human TNAP activity under high phosphate acceptor concentration; purified TNAP, CDP-star luminescence, 1 M DEA, 30 min; active compounds read high; 0 = EDTA background, 1 = DMSO-only activity; activation factor at 20 µM; 200,000 tested, under 10 active;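 active means activation factor at least 2 at 20 µM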
# Target sequence (P05186 whole entry, looked up): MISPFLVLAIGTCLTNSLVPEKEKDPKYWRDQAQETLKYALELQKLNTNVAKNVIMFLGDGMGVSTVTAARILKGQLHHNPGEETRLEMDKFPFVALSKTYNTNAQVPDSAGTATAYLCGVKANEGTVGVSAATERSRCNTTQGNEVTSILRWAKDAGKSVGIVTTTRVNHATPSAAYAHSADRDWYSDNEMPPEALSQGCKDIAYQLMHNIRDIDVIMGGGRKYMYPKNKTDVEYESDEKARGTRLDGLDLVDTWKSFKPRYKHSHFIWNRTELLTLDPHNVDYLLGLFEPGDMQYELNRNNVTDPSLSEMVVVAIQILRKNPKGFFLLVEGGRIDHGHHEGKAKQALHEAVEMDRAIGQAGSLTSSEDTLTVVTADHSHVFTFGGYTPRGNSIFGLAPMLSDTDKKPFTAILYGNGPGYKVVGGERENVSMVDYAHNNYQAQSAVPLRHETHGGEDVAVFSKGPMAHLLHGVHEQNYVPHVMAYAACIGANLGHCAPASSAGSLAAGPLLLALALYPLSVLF
#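 system = human TNAP | amount = enzyme diluted 1/800 final | reagent = 100 µM CDP-star substrate | signal = luminescent substrate turnover signal | dosing = one dose, 20 µM | benchmarks = EDTA negative control, DMSO positive control | measure = activation factor | timing = 30 min reaction, room temperature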
# TNAP inh noacc: inhibitors of human TNAP without phosphate acceptor | actives 0.26% (n = 200,000) | AID 1012 | purified TNAP, CDP-star luminescence, 30 min | inhibition, % at 20 µM | P05186;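 active means tissue-nonspecific alkaline phosphatase inhibition above about 50% at 20 µM in the single-dose screen, limit read from the data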;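 further: 0% = DMSO negative control and 100% = EDTA positive control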
# Diaph act CS: activates diaphorase or chemically reduces, flagging diaphorase assay artifacts. AID 1229. Diaphorase/resazurin coupled assay, resorufin fluorescence, 16 min; active compounds read high; 1 = vehicle wells, 0 = NADH-free wells. activation factor at 20 µM. actives 0.005% (n = 190,000);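 active means diaphorase activity raised at least twofold by the compound at 20 µM; inactive means activation factor below 2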
#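 Material: bacterial diaphorase enzyme (C. kluyveri); amount: enzyme 0.07 U/mL final; reagent: NADH substrate 0.114 mM plus resazurin dye 0.1 mM, final; doses: single compound dose of 20 µM, 1% DMSO final; timing: 16 min enzyme reaction, ambient temperature; measured by: fluorescence of resorufin, 544 nm excitation, 590 nm emission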
# FLuc stim CS: firefly luciferase counter-screen for stimulation assays | 200,000 tested, under 10 active | ATPlite luciferase biochemical, luminescence, 10 min; 0 = ATP-free wells, 1 = DMSO control | activation factor at 10 µM;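 active means luciferase activation factor, scaled between plate controls, of at least 2 with compound at 10 µM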
#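 Assay system – cell-free luciferase reagent · Medium – PBS-based ATP solution · Dosing – test compounds dosed from 2 mM stocks in 100% DMSO · Timing – 10 min, room temperature · Technique – light output (luminescence) · Measure – luminescence gain marking luciferase activators · Controls – No-ATP low control, compound-free enzyme-plus-ATP high control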
# TNAP inh hiacc: inhibitors of human TNAP at high phosphate acceptor concentration; P05186; purified TNAP, CDP-star luminescence, 1 M DEA; inhibition, % at 20 µM; actives 0.03% (n = 200,000);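 active means over 50% inhibition of tissue-nonspecific alkaline phosphatase at 20 µM in the single-dose screen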;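 further: plate controls were DMSO wells for no effect and EDTA-quenched wells as full inhibition for full effect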
# Diaph inh CS: diaphorase inhibition or chemical oxidation counter-screen; AID 1217; inhibition, % at 20 µM; diaphorase resazurin-to-resorufin fluorescence, NADH, 16 min; bacterial (C. kluyveri) enzyme, not human; actives 0.69% (n = 190,000);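 active means primary screen inhibition at 20 µM above a set limit, cut at about 50% in these data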;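 further: plate controls were DMSO with full reaction for no effect and wells lacking NADH for full effect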
#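 Test system: diaphorase enzyme from Clostridium kluyveri; amount: diaphorase at 0.14 U/mL in enzyme working solution; detection: fluorescence of resorufin formed from resazurin, Ex 544/Em 590 nm; times: reaction incubation of 16 min at room temperature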
# PMI act satM6P: PMI (human) activation, high substrate; P34949; coupled PMI enzyme assay, resazurin fluorescence, 20 min; active compounds read high; 1 = untreated enzyme, 0 = substrate-free blank; activation factor at 20 µM; actives 0.34% (n = 190,000);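 active means activation factor of 2 or more at 20 µM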
#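 Material: human phosphomannose isomerase with PGI, G6PDH, diaphorase coupling enzymes / Reagent: Man-6-P substrate 1.0 mM / Dosing: single compound dose of 20 µM, 1% DMSO final / Incubation: enzyme reaction with compound 20 min at room temperature / Signal: resorufin fluorescence (Ex 544/Em 590 nm) from resazurin via diaphorase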
# Numbers without * were called inactive; . = not tested or not shown.
SMILES,PMI act,G6PDH CS,HMGR II inh,TNAP act hiacc,TNAP inh noacc,Diaph act CS,FLuc stim CS,TNAP inh hiacc,Diaph inh CS,PMI act satM6P
Cc1cc(/C=C(\C#N)C(=O)NCc2ccco2)c(C)n1-c1ccc(C(=O)O)cc1,.,8,4,0.9,-8,.,1.1,8,.,.
CCC(=O)Nc1ccc2nc(C)n(Cc3ccccc3Cl)c(=O)c2c1,1,7,-1,0.9,-1,0.9,1,5,12,1.1
CC(=O)Nc1cccc(C(=O)/C=C/c2ccc(C)cc2)c1,0.9,-19,-8,1,0,0.9,0.7,3,5,0.9
CCOC(=O)c1c(-c2cccs2)csc1NC(=O)c1ccncc1,0.9,5,-3,1,-6,0.9,1,0,7,0.9
O=C(COc1ccc2ccccc2c1)NNC(=O)c1ccc([N+](=O)[O-])cc1,0.8,11,.,1,-27,0.8,1.1,-3,16,0.8
O=C(NC1(C(F)(F)F)N=C2SCCN2C1=O)c1ccccc1 (configuration not stated),1,0,-4,0.9,-2,1,1,5,4,1.1
CCOc1ccc(-c2cn3ccccc3n2)cc1[N+](=O)[O-],1,-2,-3,1,-4,0.9,0.2,0,12,1
COc1ccc2cnnc(SCC(=O)Nc3ccccc3)c2c1OC,0.9,1,-4,1,-15,0.9,1,0,6,1
CSc1ncccc1C(=O)OCC(=O)Nc1ccc(S(=O)(=O)N2CCCC2)cc1,0.9,3,1,1,-10,0.9,1,0,14,0.9
CCCCOC(=O)c1cccc(NC(=O)CC)c1,1.1,3,2,1,-12,0.9,1,0,13,1.1
CCOCC(=O)Nc1ncc(S(=O)(=O)c2ccc([N+](=O)[O-])cc2)s1,1.3,4,-4,1,-8,1,1.1,0,4,1.3
N#Cc1cccc(NC(=O)CSc2n[nH]c(=O)[nH]c2=O)c1,1,4,-3,1.1,-14,1,1.1,-11,4,1.1
Cc1ccc(C(=O)NC(=S)Nc2ccccc2C(F)(F)F)cc1,0.8,3,-2,1,0,0.8,0.9,-1,21,1
CCCc1cc(O)c2c(C)cc(=O)oc2c1,1,2,-1,1,-7,0.9,1.1,-2,9,1.1
Cc1ccccc1-c1noc(C23CC4CC(CC(C4)C2)C3)n1,1,4,-6,1,3,0.9,1.1,-1,9,1
C=CCNC(=S)NNC(=O)c1ccc(OCC(C)C)cc1,1.1,-2,-4,1,-3,1,1,-3,5,1.1
CCOc1ccc(CNC(=S)N/N=C/c2ccc(OC)c(OC)c2)cc1,0.9,-19,-5,1,-7,0.9,1,-4,14,1
C(=N\N1CCN(C2c3ccccc3-c3ccccc32)CC1)/c1ccncc1,0.9,-30,0,1,-13,0.9,1,-3,13,0.9
CCOc1ccc(NS(=O)(=O)c2ccc(NS(=O)(=O)c3ccccc3)cc2)cc1,0.9,0,-5,1.1,-18,0.8,1.1,-7,20,1
COc1ccc(O)c(C(=O)c2cnc3c(c2)CN(C)C(=O)N3)c1,1,-3,-5,1,0,0.8,1,2,19,0.8
O=C(COc1cc(Cl)c(Cl)cc1Cl)Nc1ccncc1,1,-28,-10,0.9,-3,1.1,1,7,-9,1.1
COc1ccc(C(=O)N2CCCC(CCC(=O)NCc3ccc(F)c(F)c3)C2)o1 (configuration not stated),1,1,-3,1,-1,1,1,1,1,1
CCOc1ccc(-n2c(SCC(=O)Nc3ccc4c(c3)OCCO4)nc3c(c2=O)SCC3)cc1,0.9,11,-1,1.1,2,0.8,1.1,-5,17,1
Cc1nn(CC(=O)Nc2ccc(C(=O)N3CCCC3)cc2)c(=O)c2ccccc12,0.9,6,2,1,-7,1,1.1,-2,4,1
COc1cccc(CNC(=O)CCl)c1,1,12,0,1,0,1,1,-4,-2,1

# Ordered by value in TNAP inh hiacc (high to low): six of the compounds above.
canonical_smiles,TNAP inh hiacc
O=C(COc1cc(Cl)c(Cl)cc1Cl)Nc1ccncc1,7
CC(=O)Nc1cccc(C(=O)/C=C/c2ccc(C)cc2)c1,3
COc1ccc(C(=O)N2CCCC(CCC(=O)NCc3ccc(F)c(F)c3)C2)o1 (configuration not stated),1
CCOC(=O)c1c(-c2cccs2)csc1NC(=O)c1ccncc1,0
Cc1ccc(C(=O)NC(=S)Nc2ccccc2C(F)(F)F)cc1,-1
C=CCNC(=S)NNC(=O)c1ccc(OCC(C)C)cc1,-3

# (more compounds)
SMILES,PMI act,G6PDH CS,HMGR II inh,TNAP act hiacc,TNAP inh noacc,Diaph act CS,FLuc stim CS,TNAP inh hiacc,Diaph inh CS,PMI act satM6P
CC(C)(C)c1cc(C(=O)NCc2ccco2)ccn1,1,-13,-5,1,-13,0.9,1,-2,8,1.1
NCCNc1ccc([N+](=O)[O-])c(NC2CC2)c1,0.9,6,-1,0.8,5,0.8,1,16,16,0.8
CCN(CCNC(=O)CC1Oc2ccccc2NC1=O)c1ccccc1 (configuration not stated),1,0,3,1.1,-13,0.8,1,-8,16,0.9
COc1ccc(NC(=S)Nn2cnnc2)cc1OC,0.4,7,-8,1.1,-11,0.9,1.1,-5,8,0.5
O=C(NC1CCCCC1)C(c1ccco1)N(C(=O)C(F)(F)F)C1CC1 (configuration not stated),0.9,7,-3,1.1,-10,0.8,1,-5,22,0.9
COc1cccc(NC(=S)N2CCCN(Cc3ccc(F)cc3)C2)c1,1,4,-7,1.1,-14,1.1,1,-6,-8,1
CN(C)CCCNC(=O)c1cc(C(=O)Cc2ccccc2)c[nH]1,1,14,-1,1,-2,1,1.1,-4,3,1.1
CCOc1ccc2c(c1)c1nnc(SCC(=O)N3CCC(C)CC3)nc1n2C,0.8,-23,-3,1,-3,0.7,1,2,31,0.8
COC(=O)c1ccccc1Nc1ccccc1,1,12,-11,1.1,-20,0.9,1,-6,8,1
CC12CCC(C(=O)NCc3ccc4c(c3)OCO4)(OC1=O)C2(C)C (configuration not stated),0.9,10,2,1,-6,0.9,1,0,8,0.9
CS(=O)(=O)N(CC(=O)N1CCCCC1)c1cccc(F)c1,0.9,10,-2,1.1,-6,0.9,1,-5,6,0.9
Cc1nn(Cc2cccc(C(=O)Nc3ccn(Cc4c(F)c(F)cc(F)c4F)n3)c2)c(C)c1[N+](=O)[O-],1,-1,.,1.1,-15,0.8,1.1,-7,16,1
N#CC1=C(Nc2ccc(Br)cc2)CCC1,1,0,-2,1,-7,1,1,-3,1,1
CCCn1c(SCC(=O)Nc2cc(Cl)ccc2Cl)n[nH]c1=O,1,4,-7,1,-1,0.9,1.1,-4,10,1
CN=C(Nc1ccc(C(=O)OC)s1)c1ccc(Cl)cc1,1.1,7,-2,1,1,1.1,1.1,-2,-7,1.1
CC(C)OC(=O)CC(=O)CSc1nc2c(cc1C#N)CCCC2,1.1,-15,-7,1,-10,0.9,1,1,15,1.1
Cc1ccc2oc(=O)n(CCCOc3ccccc3C)c2c1,0.9,4,-9,1,-8,0.8,1,-3,22,0.9
COc1ccc(C2=NOC3(CC(=O)N(c4ccc(Cl)cc4)C3=O)C2)c(OC)c1 (configuration not stated),0.9,1,-6,1,-8,0.8,1,-2,23,1
CCCNc1nc(N2CCCC2)nc(N2CCCC2)n1,.,9,-3,1,-7,.,1.1,-5,.,.
Cc1ccnc(NC(=O)c2cc(S(=O)(=O)N3CCCCC3)ccc2Cl)c1,1.1,4,-5,1,-16,1.1,1,-3,-7,1.1
O=C(Nc1ccccc1C(=O)N1CCOCC1)C1COc2ccccc2O1 (configuration not stated),1,1,-3,1,-13,1,1,-3,1,1
CCCCC(CC)CNC(=O)CN(C)S(=O)(=O)c1cccc2nsnc12 (configuration not stated),1.1,16,-4,1,-5,1.1,1,-4,-8,1.1
CCCOc1cccc(C(=O)N(Cc2cccs2)C2CCS(=O)(=O)C2)c1 (configuration not stated),1,5,-5,1,-6,0.9,1,-4,13,0.9
O=C(c1cccc(-n2cnnn2)c1)N1CC=C(c2ccccc2)CC1,1,12,-2,1.1,-14,1,1,-7,0,1
COc1cc(S(=O)(=O)N2CCN(Cc3ccccc3)CC2)ccc1Br,0.9,-12,-1,1,-7,0.9,1.1,2,12,0.9

# Shown with values under each structure: 2 of the compounds above.
# Every second line gives: PMI act | G6PDH CS | HMGR II inh | TNAP act hiacc | TNAP inh noacc | Diaph act CS | FLuc stim CS | TNAP inh hiacc | Diaph inh CS | PMI act satM6P
- COc1cccc(NC(=S)N2CCCN(Cc3ccc(F)cc3)C2)c1
    1 | 4 | -7 | 1.1 | -14 | 1.1 | 1 | -6 | -8 | 1
- CCOc1ccc(NS(=O)(=O)c2ccc(NS(=O)(=O)c3ccccc3)cc2)cc1
    0.9 | 0 | -5 | 1.1 | -18 | 0.8 | 1.1 | -7 | 20 | 1

# Carrying on:
SMILES,PMI act,G6PDH CS,HMGR II inh,TNAP act hiacc,TNAP inh noacc,Diaph act CS,FLuc stim CS,TNAP inh hiacc,Diaph inh CS,PMI act satM6P
Cc1ccc(S(=O)(=O)CCc2nnc(NC(=O)C3CCCO3)s2)cc1 (configuration not stated),1.1,2,-6,1,-24,1,1.1,-3,3,1
CCCCN(C)CCNC(=O)CSCc1ccc(C)cc1,1,6,-1,1.1,-16,0.9,1.1,-5,14,1
Cc1ccc2cc(CN(Cc3ccc4c(c3)OCO4)Cc3nnnn3Cc3ccco3)c(=O)[nH]c2c1C,0.9,-53,2,1,-5,0.8,1,0,25,0.9
COc1cc(S(=O)(=O)N2CCC(c3nc4ccccc4s3)CC2)ccc1S(=O)(=O)N1CC(C)CC(C)C1 (configuration not stated),1,3,6,1,-7,0.9,1,-3,6,1
CCN(CC)c1ccc(/C=N/n2c(=S)[nH]nc(C)c2=O)cc1,1,1,-4,1,-11,0.5,0.9,-2,47,1
CSc1cccc(NC(=O)c2ccccc2N(C)S(C)(=O)=O)c1,1,-2,6,1.1,-14,0.9,1.1,-7,15,1.1
COc1ccc(S(=O)(=O)C(C#N)c2nc3ccccc3nc2N2CCCC(C)C2)cc1 (configuration not stated),1.3,-28,-8,1,-13,0.7,1,-3,30,1.7
Cc1ccc(C)n1-n1c(C)nc2scc(-c3cccs3)c2c1=O,1,5,-4,1,11,0.8,1,-3,16,0.9
O=C(Nc1cc(S(=O)(=O)Nc2ccccc2Cl)ccc1O)c1sc2cc(Cl)ccc2c1Cl,1,7,-1,0.9,15,1,1,14,0,1
CNc1ccc2nnc(C(F)(F)C(F)(F)C(F)(F)F)n2n1,1,12,-4,1.1,-9,1.1,1,-10,-11,1.1
CCCCC(c1nnnn1CS(=O)(=O)c1ccc(C)cc1)N1CCN(c2ccccc2)CC1 (configuration not stated),0.8,-6,-5,1,-1,0.9,1,-2,15,0.8
O=C(NCCc1ccc2c(c1)OCCO2)c1ccccc1F,1.1,3,-5,1.1,-15,1.1,0.9,-6,-5,1.1
